mcGAS inh: inhibitors of mouse cGAS. 160,000 compounds, 0.15% hits. recombinant cGAS, Kinase-Glo ATP depletion luminescence. Q8C6L5. inhibition, % at 12.5 µM;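 also: 0% = negative control wells and 100% = reference inhibitor with no enzyme activity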
hcGAS lum: blocks human cGAS activity; recombinant h-cGAS, ATP depletion, Kinase-Glo luminescence; inhibition, % at 12.5 µM; 290,000 compounds, 0.081% hits;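 also: 0% = vehicle reaction and 100% = reaction without DNA for no activity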
Target sequence (Q8N884 whole entry, looked up): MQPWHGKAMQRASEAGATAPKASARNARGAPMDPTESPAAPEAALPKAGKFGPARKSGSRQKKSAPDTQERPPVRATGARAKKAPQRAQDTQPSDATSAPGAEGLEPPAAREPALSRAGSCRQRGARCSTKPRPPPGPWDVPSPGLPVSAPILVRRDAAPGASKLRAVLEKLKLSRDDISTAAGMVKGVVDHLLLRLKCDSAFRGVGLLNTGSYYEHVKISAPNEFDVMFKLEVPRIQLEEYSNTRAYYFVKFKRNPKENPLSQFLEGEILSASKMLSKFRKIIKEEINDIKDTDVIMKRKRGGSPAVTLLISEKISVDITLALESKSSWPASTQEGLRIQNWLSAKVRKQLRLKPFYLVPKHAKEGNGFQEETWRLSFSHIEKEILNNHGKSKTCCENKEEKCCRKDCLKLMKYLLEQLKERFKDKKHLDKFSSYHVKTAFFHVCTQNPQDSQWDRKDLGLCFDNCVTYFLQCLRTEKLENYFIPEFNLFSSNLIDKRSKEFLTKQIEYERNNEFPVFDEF
NPYLR7 ag: activates Aedes aegypti NPYLR7 receptor | HEK293T NPYLR7/Galpha15, GCaMP6s calcium fluorescence | activation, % at 10 µM | 270,000 compounds, 0.15% hits; in the data active = activation above about 40%;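 also: 0% = vehicle and 100% = reference agonist at the receptor; some compounds past the cut are filed as inactive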
The depositor's hits bear a star. Rule as the data show it, unless noted: active = inhibition above about 40%; inactive = the rest. Compounds as they come; 0.27% or so of the library scored in one or more.

Screening O=C(OC1C2CCC1C1CN(CCc3ccccc3)CC12)c1ccccc1 (configuration not stated) returned hcGAS lum 0 and NPYLR7 ag 6.
CC1(C)CC(=O)c2sc(N)nc2C1 was read as hcGAS lum -6 and NPYLR7 ag -8.
`CN(CCCNC(=O)c1cc(CN2CCOCC2)on1)C1CCCCC1` gave mcGAS inh 3 and hcGAS lum 6.
For O=C(C(Cc1cnc[nH]1)n1cccc1)N1CC2C[C@@H]3CC1C[C@H](C2)C3 (some centres not stated) the results were hcGAS lum -11 and NPYLR7 ag 3.
For CCc1ccc(N2C(=O)C3N=NN(c4ccccc4)C3C2=O)cc1 (configuration not stated) the results were mcGAS inh -7, hcGAS lum -3 and NPYLR7 ag -8.
Screening Cc1cc2c(cc1C)NC(c1ccc(Cl)c(Cl)c1)C1C(=O)CC(C)(C)CC1=N2 (configuration not stated) returned mcGAS inh -6, hcGAS lum -3 and NPYLR7 ag 0.
`CN1C[C@H](NC(=O)c2ccc3cccc(Cl)c3n2)C[C@H]1CO` gave hcGAS lum -5 and NPYLR7 ag 11.
CN1CCCC(N2CCN(CCCCCCO)CC2)C1 (configuration not stated) was read as hcGAS lum 4 and NPYLR7 ag 2.
`COc1ccc(OC)c2[nH]c(=O)c(CCNC(=S)NCCn3ccc4ccccc43)cc12` gave mcGAS inh 7, hcGAS lum -1 and NPYLR7 ag 0.
`COCCN(CCC(=O)NCCCN1CCCCC1C)c1nc(Cc2cccc(OC)c2)ns1` (configuration not stated) gave mcGAS inh -6, hcGAS lum -3 and NPYLR7 ag 25.
CC(=O)N(Cc1ncc(C)o1)C1CCN(CCc2cnn(C)c2)C1 (configuration not stated) was read as mcGAS inh -17, hcGAS lum -4 and NPYLR7 ag 1.
`COCC(C)NCCn1[nH]c(=O)ccc1=O` (configuration not stated) gave hcGAS lum -7 and NPYLR7 ag 12.

Gathered by group: those above with sulfur (3)
CC1(C)CC(=O)c2sc(N)nc2C1 was read as hcGAS lum -6 and NPYLR7 ag -8.
`COc1ccc(OC)c2[nH]c(=O)c(CCNC(=S)NCCn3ccc4ccccc43)cc12` gave mcGAS inh 7, hcGAS lum -1 and NPYLR7 ag 0.
`COCCN(CCC(=O)NCCCN1CCCCC1C)c1nc(Cc2cccc(OC)c2)ns1` (configuration not stated) gave mcGAS inh -6, hcGAS lum -3 and NPYLR7 ag 25.

4 structures out of the list, arranged by length of the SMILES, smallest number first.
CC1(C)CC(=O)c2sc(N)nc2C1 was read as hcGAS lum -6 and NPYLR7 ag -8.
`COCC(C)NCCn1[nH]c(=O)ccc1=O` (configuration not stated) gave hcGAS lum -7 and NPYLR7 ag 12.
Screening O=C(OC1C2CCC1C1CN(CCc3ccccc3)CC12)c1ccccc1 (configuration not stated) returned hcGAS lum 0 and NPYLR7 ag 6.
`COc1ccc(OC)c2[nH]c(=O)c(CCNC(=S)NCCn3ccc4ccccc43)cc12` gave mcGAS inh 7, hcGAS lum -1 and NPYLR7 ag 0.

(cont.)
For Cc1ccc(NC(=O)c2cnn(-c3ccc(-c4nc(C5CC5)no4)cn3)c2C)cc1 the results were hcGAS lum 4 and NPYLR7 ag -9.
For Cc1nc2cc(NS(=O)(=O)c3cccc4cccnc34)ccc2s1 the results were mcGAS inh -5, hcGAS lum -2 and NPYLR7 ag -1.
Screening COc1ccc(N2C(=O)CSC2c2cccc(NS(=O)(=O)c3cccc4cccnc34)c2)cc1 (configuration not stated) returned mcGAS inh -4, hcGAS lum -4 and NPYLR7 ag 22.
Screening CCn1cncc1CNC(=O)C(C)N1C(=O)c2cccc3cccc1c23 (configuration not stated) returned mcGAS inh -9, hcGAS lum -4 and NPYLR7 ag 19.
CCCN(CCc1c[nH]c2ccc(NC(=O)c3cc(F)cc(F)c3)cc12)CC1CC1 was read as mcGAS inh -6, hcGAS lum 1 and NPYLR7 ag 7.
`CN1CCCc2cc(C(=O)N3CCN(C4CCCCC4)CC3)sc21` gave mcGAS inh -5 and hcGAS lum -14.
Screening COCc1cc(C)nc(OCC(=O)N/N=C\c2ccc(-c3cc([N+](=O)[O-])ccc3Cl)o2)c1C#N returned mcGAS inh -5, hcGAS lum -7 and NPYLR7 ag -9.
Screening CCC1CN(C(=O)NCC2(c3ccccc3)CC2)CCO1 (configuration not stated) returned hcGAS lum -12 and NPYLR7 ag 2.
Screening CCOC(=O)c1sc(=S)n(-c2ccccc2)c1N returned mcGAS inh -2, hcGAS lum 0 and NPYLR7 ag 1.
COc1ccccc1NC(=O)c1ccc(CSc2ccc3ccccc3n2)cc1 was read as mcGAS inh -5, hcGAS lum -11 and NPYLR7 ag 0.
Screening Cc1nnc(Sc2nc3c(c(=O)[nH]c(=O)n3C)n2CCCc2ccccc2)s1 returned hcGAS lum -11 and NPYLR7 ag 1.
For CC1=NN(C)c2nc3c(c(=O)n(Cc4cccc5ccccc45)c(=O)n3C)n2C1C (configuration not stated) the results were mcGAS inh -6, hcGAS lum -5 and NPYLR7 ag 5.
For Cc1nn(C)c(C)c1CC(C)NC(=O)N1CC(C)c2ccccc21 (configuration not stated) the results were hcGAS lum -4 and NPYLR7 ag -15.
Screening O=C1CC(c2ccccc2)N(C(=O)C2CC2c2ccc(F)cc2)CCN1 (configuration not stated) returned hcGAS lum -14 and NPYLR7 ag 8.
`Cc1cccc(-n2nc(C(=O)NCc3ccccn3)c(=O)n(Cc3cccc(C(F)(F)F)c3)c2=O)c1` gave mcGAS inh -4, hcGAS lum -3 and NPYLR7 ag 10.
`CCOC(=O)c1ccccc1NC(=O)N1CCC(Cc2ccc(C(N)=O)cc2)CC1` gave mcGAS inh -7, hcGAS lum -8 and NPYLR7 ag -1.
For COc1ccc(N2CCN(c3cc(C)nc(SCc4ccc(C(=O)NCc5ccncc5)o4)n3)CC2)cc1 the results were mcGAS inh -3, hcGAS lum 1 and NPYLR7 ag 1.
CCNC(=S)N(Cc1ccco1)C1CC(=O)N(c2ccc(F)cc2)C1=O (configuration not stated) was read as hcGAS lum -6 and NPYLR7 ag -3.
O=C1OC2(C(=O)c3ccccc3C2=O)C(=C(O)c2cccc(Br)c2)C1=O was read as hcGAS lum 4 and NPYLR7 ag 2.
`Brc1ccc(-c2cnc(Cn3ccnc3)o2)cc1` gave hcGAS lum -6 and NPYLR7 ag 0.
CCSc1nc(N2CCOCC2)c2cnn(CCN)c2n1 was read as hcGAS lum -10 and NPYLR7 ag -2.
For Cc1cccc(-n2c(SCCO)nc3ccccc3c2=O)c1C the results were hcGAS lum 2 and NPYLR7 ag 1.
Screening CCOCCCN(CC(=O)N1CCc2sccc2C1c1ccccc1)S(=O)(=O)c1cc(Cl)ccc1Cl (configuration not stated) returned mcGAS inh -5, hcGAS lum -3 and NPYLR7 ag 11.
CN1CCCN(CC(=O)N(C/C=C/c2ccccc2)C2CC2)CC1 was read as mcGAS inh -15, hcGAS lum -5 and NPYLR7 ag -3.
For COc1cn(CC(=O)NCc2ccc(C)cc2)c(CN2CCN(c3ccccc3)CC2)cc1=O the results were mcGAS inh -8, hcGAS lum -5 and NPYLR7 ag 2.
For CC(C)N(CC(=O)N1CCc2sccc2C1c1ccc(Cl)cc1)C(=O)N(C)C (configuration not stated) the results were mcGAS inh -5, hcGAS lum -7 and NPYLR7 ag -8.
CCCCCc1ccc(C(=O)CSc2nnc(NC(=O)C(C)C)s2)cc1 was read as mcGAS inh -3, hcGAS lum -2 and NPYLR7 ag -2.
Screening Cn1nnc(NC(=S)NC(=O)c2ccc(C(C)(C)C)cc2)n1 returned hcGAS lum -5 and NPYLR7 ag -1.
For COCCN(CC(=O)N(Cc1cccn1Cc1ccc(F)cc1)C1CCCCC1)C(=O)c1cccc([N+](=O)[O-])c1 the results were mcGAS inh -6, hcGAS lum -5 and NPYLR7 ag 10.
`COc1ccccc1Oc1cc(C#N)c(C#N)cc1-n1nnc2ccccc21` gave hcGAS lum -1 and NPYLR7 ag -3.
Cc1ccccc1CN1CCN(c2nc3c(c(=O)[nH]c(=O)n3C)n2CC(C)C)CC1 was read as hcGAS lum -10 and NPYLR7 ag 2.
Screening Cc1ccc(-n2c(SCc3cc(C)ccc3C)nnc2-c2ccccc2Cl)cc1 returned mcGAS inh -3 and hcGAS lum -3.
Screening Cc1cc(C(=O)CSc2nnc(N)s2)c(C)n1C1CC1 returned hcGAS lum -8 and NPYLR7 ag 1.
`COc1ccc2cc(C3CN(Cc4cc5n(n4)CCNC5)CCO3)ccc2c1` (configuration not stated) gave hcGAS lum 3 and NPYLR7 ag -2.
For CCCCCn1cc(C2CCN(C(=O)c3cc4ccccc4s3)CC2)c2ccccc21 the results were mcGAS inh -7, hcGAS lum -6 and NPYLR7 ag 1.
CC(=O)Nc1ccc(S(=O)(=O)N2CCN(c3nc(C)nc(C)c3Cc3cccc(C)c3)CC2)cc1 was read as mcGAS inh 0, hcGAS lum 2 and NPYLR7 ag 14.
For CCN(CC)S(=O)(=O)c1ccc(OC)c(N2CCN(C(=O)Cc3cccs3)CC2)c1 the results were mcGAS inh -6, hcGAS lum -4 and NPYLR7 ag 26.
Screening COc1ccc(Oc2cc(N3CCN(C(=O)c4ccccc4Br)C(C)C3)ncn2)cc1 (configuration not stated) returned mcGAS inh -5 and hcGAS lum -7.
`COc1ccc(CCNC(=O)CN2CCCC3(CNC(=O)O3)C2)cc1` (configuration not stated) gave hcGAS lum -10 and NPYLR7 ag 5.
OC(C1CCCN1Cc1cc(Cl)nc(Cl)c1)C(F)(F)F (configuration not stated) was read as hcGAS lum -7 and NPYLR7 ag 11.
Screening COc1ccc(C2SCC(=O)N2Cc2cn3ccccc3n2)cc1 (configuration not stated) returned hcGAS lum -5 and NPYLR7 ag -5.
For O=C(Nc1ccc(-n2cnnn2)cc1)C1(c2cccc(C(F)(F)F)c2)CCCC1 the results were mcGAS inh -13, hcGAS lum -8 and NPYLR7 ag 6.
`CC1CC(=O)Nc2c1c(NC(=O)CC(C)(C)C)nn2C` (configuration not stated) gave mcGAS inh -2, hcGAS lum 2 and NPYLR7 ag -16.
C1=CCC(/C=N\N=C(/c2ccccc2)C23CN4CN(CN(C4)C2)C3)CC1 (configuration not stated) was read as mcGAS inh -1, hcGAS lum -1 and NPYLR7 ag -13.
`Cc1nc2c(c(N3CCCC3)n1)CCN(C(=O)c1cn3c(C)cccc3n1)C2` gave hcGAS lum 5 and NPYLR7 ag -8.
`COCCNC(=O)c1ccc(CSc2nnc(-c3cccs3)n2-c2cccc(C)c2)cc1` gave mcGAS inh 1, hcGAS lum -4 and NPYLR7 ag -16.
Screening CCCc1[nH]n(-c2ccc(F)cc2)c(=O)c1C1=C(N(CC)CC)C(=O)N(CCOC)C1=O returned mcGAS inh -7, hcGAS lum -5 and NPYLR7 ag -11.
`O=C(C1CN(C(=O)c2cc(C3CC3)nn2-c2ccccc2)c2ccccc2O1)N1CCCCC1` (configuration not stated) gave hcGAS lum -8 and NPYLR7 ag 1.
For COc1cc(OC)cc(C(=O)N2CCCN(c3nc(CC4CCCCC4)nc4c3c(C)nn4-c3ccc(F)cc3)CC2)c1 the results were mcGAS inh -1, hcGAS lum -7 and NPYLR7 ag 11.
Cc1cc(C)cc(-c2nc3ccccn3c2NC(=O)C(Cl)Cl)c1 was read as mcGAS inh -9, hcGAS lum -9 and NPYLR7 ag -4.
O=C(CCN1CCN(Cc2ccc(Cl)s2)CC1)Nc1ccc(N2CCOCC2)cc1 was read as mcGAS inh -17, hcGAS lum -9 and NPYLR7 ag 18.
Screening Cc1nc(NS(=O)(=O)c2ccccc2)sc1C(=O)NCc1c(F)cccc1F returned hcGAS lum -6 and NPYLR7 ag 15.
`Cc1cc(CO)c(C)n1-c1cccc2ccccc12` gave hcGAS lum -4 and NPYLR7 ag -11.
`O=C(c1ncccc1O)N1CCCC(N2CCOCC2)C1` (configuration not stated) gave hcGAS lum 0 and NPYLR7 ag 3.
O=C(COCC1CCCCO1)N1CCC(n2cnnc2)CC1 (configuration not stated) was read as mcGAS inh -3 and hcGAS lum -3.
CN(C)C1(CNc2nccc(C3CCCC3)n2)CCOCC1 was read as hcGAS lum -8 and NPYLR7 ag 7.
CC(C)(C)n1cc(C(=O)N2CCC(C(N)=O)CC2)c2cccnc21 was read as mcGAS inh -5, hcGAS lum -3 and NPYLR7 ag -3.
O=C(c1cncnc1)N1CCC(Cc2nnc(CO)n2-c2ccccc2)CC1 was read as mcGAS inh -9, hcGAS lum -1 and NPYLR7 ag 1.
C[C@H](c1cccc2ccccc12)N(C)C(=O)c1ccc(OCC(N)=O)cc1 was read as mcGAS inh -11, hcGAS lum -1 and NPYLR7 ag 15.
O=C(C(c1ccccc1)c1ccccc1)N1CCCN(c2nc(Cc3ccc(Cl)cc3)ns2)CC1 was read as mcGAS inh -7, hcGAS lum -18 and NPYLR7 ag -11.
Screening COc1ccc(CCN(Cc2cccs2)C(=O)CN(CC2CCCO2)C(=O)Nc2ccc(C)c(Cl)c2)cc1OC (configuration not stated) returned mcGAS inh 0 and hcGAS lum 7.
`CCCCC1C=CCN1C(=O)c1cccnc1N1CCOCC1` (configuration not stated) gave hcGAS lum -6 and NPYLR7 ag -5.
`CC(C)n1cnnc1C1CCCN1` (configuration not stated) gave mcGAS inh 0 and hcGAS lum 5.
